HIF activator: HIF pathway transcriptional activation. hit rate 0.32% among 300,000. U2OS HRE-luciferase reporter, luminescence; normalized: DMSO 0%, desferrioxamine 100%. activation, % at 7.5 µM (by protocol);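 active = mean activation of at least 10% of the iron chelator positive control signal, with at least half of replicates also reaching 10%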
AI-2 QS modul: Vibrio harveyi AI-2 quorum sensing modulation. Vibrio harveyi JMH597 AI-2 luminescence/OD600 ratio, 9 h; active compounds read low; strain lacks LuxN and CqsS sensors; 0 = neutral-control median. activity change, % at 7.5 µM. hit rate 0.4% among 300,000; in the data active = activity change below about -75%, passing the limit was not always enough;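 also: luminescence divided by OD600 gain over 9 h not by final OD600 alone; inactives centre near 13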
GSK3 alpha inh: blocks human GSK-3 alpha kinase; inhibition, % at 10 µM; ADP-Glo luminescence, 60 min; hit rate 0.1% among 320,000; P49840;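 in the data active = inhibition above about 50%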;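 also: GST-tagged GSK-3 alpha with peptide substrate and 25 µM ATP; 0% = DMSO neutral wells and 100% = GW8510 positive control wells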
Target sequence (P49840 whole entry, looked up): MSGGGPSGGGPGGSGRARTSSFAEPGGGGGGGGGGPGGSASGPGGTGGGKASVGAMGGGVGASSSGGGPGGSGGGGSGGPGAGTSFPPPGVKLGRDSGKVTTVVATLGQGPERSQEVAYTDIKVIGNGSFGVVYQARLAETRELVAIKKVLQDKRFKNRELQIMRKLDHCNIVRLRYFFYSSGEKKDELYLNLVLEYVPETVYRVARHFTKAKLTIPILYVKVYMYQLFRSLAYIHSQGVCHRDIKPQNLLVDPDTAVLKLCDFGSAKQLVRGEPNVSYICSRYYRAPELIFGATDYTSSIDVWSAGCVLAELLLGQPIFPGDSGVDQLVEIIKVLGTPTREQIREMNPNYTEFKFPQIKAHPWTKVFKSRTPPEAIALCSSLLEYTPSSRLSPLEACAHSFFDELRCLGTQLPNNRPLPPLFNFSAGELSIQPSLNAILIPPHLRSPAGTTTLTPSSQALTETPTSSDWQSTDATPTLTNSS
aSyn UTR inh: MLPCN primary screen, SNCA 5' untranslated region | hit rate 0.82% among 300,000 | alpha-synuclein 5'UTR reporter, inhibitor activity | AID 1813 | inhibition, % (tested at 7.5 µM); in the data active = inhibition above about 60%;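 also: H4 neuroglioblastoma cells stably carrying SNCA 5'UTR luciferase fusion; 0% = DMSO wells and 100% = positive control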
IEC-6 cytotox: IEC-6 cytotoxicity, counter-screen for KLF5 inhibitors; luminescence viability; inhibition, % at 5 µM; hit rate 0.78% among 290,000; in the data active = inhibition above about 22%;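 also: 0% = plate median of test compound wells and 100% = cytotoxic reference compound wells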
KLF5 inhibitor: kruppel-like factor 5 inhibition. inhibition, % at 5 µM. hit rate 0.23% among 290,000. DLD-1 KLF5 promoter-luciferase reporter, luminescence;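 active = inhibition above a per-plate limit of that plate's mean compound inhibition plus 3 SD, cut at about 60% in these data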;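 also: 0% = DMSO wells and 100% = LY294002 at 200 µM; higher means less KLF5 promoter-driven luciferase light; inactives centre near -14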
HSF1 activator: increases HSF-1 driven luciferase reporter signal | hit rate 1.7% among 300,000 | AID 504408 | NIH3T3-HGL HSF-1 luciferase reporter, MG132, 8 h; 100% = twice DMSO control signal | activation, % at 9 µM;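 active = mean replicate activation of at least 50% with a set share of replicates each reaching 50%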;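 also: 0% = median of the neutral control wells and 100% = twice that signal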
HSF1 inh: HSF1 inhibition; NIH3T3-HGL HSE-luciferase, MG132-induced, luminescence 8 h; active compounds read low; hit rate 0.77% among 300,000; activity change, negative = inhibition, % at 7.5 µM (by protocol); AID 2098;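 active = more than half of replicate wells show activity change below -50%, luminescence cut by over half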;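 also: luciferase reports HSF-1 transcriptional activity via heat shock element; 0% = median of DMSO wells and -100% = zero luminescence signal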
HSP90 refold inh: HSP90 refolding inhibition in rabbit reticulocyte lysate. hit rate 0.91% among 290,000. luciferase refolding luminescence, 3 h. inhibition, % at 5.6 µM;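 active = inhibition above the screen-wide mean plus 3 SD, computed separately per campaign, cut at about 16% in these data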;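 also: 0% = DMSO wells and 100% = 60 µM geldanamycin wells; inhibitors lower the luminescence because luciferase stays unfolded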
GSK3beta inhib: human GSK3beta kinase inhibition; P49841; GST-GSK3beta kinase, ADP-Glo luminescence, 60 min; active compounds read low; activity score (negative = inhibition), % at 10 µM; hit rate 0.038% among 300,000; AID 2097;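 active = more than half of replicate wells score below -50%, meaning over 50% inhibition versus plate controls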;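 also: 0% = median DMSO wells and -100% = median GW8510 positive control wells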
Target sequence (P49841 whole entry, looked up): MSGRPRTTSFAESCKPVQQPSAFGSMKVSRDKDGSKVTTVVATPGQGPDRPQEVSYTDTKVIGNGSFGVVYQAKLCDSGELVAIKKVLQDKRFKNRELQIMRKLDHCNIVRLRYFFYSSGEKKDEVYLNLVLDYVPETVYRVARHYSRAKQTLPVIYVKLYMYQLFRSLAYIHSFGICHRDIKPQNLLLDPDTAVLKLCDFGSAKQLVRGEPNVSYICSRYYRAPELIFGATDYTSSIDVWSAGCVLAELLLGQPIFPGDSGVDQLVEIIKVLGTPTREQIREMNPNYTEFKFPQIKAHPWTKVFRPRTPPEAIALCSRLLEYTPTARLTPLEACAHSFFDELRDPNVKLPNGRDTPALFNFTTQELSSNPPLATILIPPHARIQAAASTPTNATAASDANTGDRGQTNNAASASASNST
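Test system: GST-tagged human GSK3beta kinase, cell-free; evaluation: activity score scaled between in-plate DMSO and GW8510 controls; measured by: ADP-Glo luminescence; incubation: 60 min reaction, RT; benchmarks: DMSO and 20 µM GW8510; reagent: peptide substrate plus 25 µM ATP (final); medium: Tris/MgCl2 kinase buffer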
Active calls of the source: *; · = no result given.

The line under a structure holds: HIF activator	AI-2 QS modul	GSK3 alpha inh	aSyn UTR inh	IEC-6 cytotox	KLF5 inhibitor	HSF1 activator	HSF1 inh	HSP90 refold inh	GSK3beta inhib
- O=S(=O)(/N=C(/c1ccccc1)N1CCOCC1)c1ccc(F)cc1
 : -0.4	23	-1	-7	3	13	19	2	0	-1
- COc1ccc(CNC(=O)/C(C)=C\C(=O)O)cc1
 : 0.0	7	1	0	-3	-11	6	7	2	4
- O=C1Nc2ccccc2C(=O)N2CCCCC12 (stereo not drawn)
 : -0.5	10	-8	5	-10	-10	-4	-10	1	-1
- O=C(/C=C/c1cccs1)N1CCN(c2ccc(F)cc2)CC1
 : 0.9	33	-4	4	-6	-32	-10	-8	-4	-1
- Cn1cnc([N+](=O)[O-])c1Sc1ccc(Br)cc1
 : -0.1	-16	·	-36	-2	-32	43	28	0	-2
- C=Cc1ccc(C(=O)N2CCCC(CCC(=O)N3CCN(c4ccccn4)CC3)C2)cc1 (stereo not drawn)
 : -1.9	24	-1	-2	-8	-17	19	-4	-2	7
- CCOC(=O)C1C(c2ccc([N+](=O)[O-])cc2)C2C(=O)NN=C2CC1(C)O (stereo not drawn)
 : -0.3	·	-3	-25	-8	5	3	-1	-1	2
- Cc1ccc(NC(=O)COc2ccc3oc4c(c3c2)CCCC4)nc1
 : 0.1	5	-3	-8	3	-7	10	-1	2	0
- C=CCn1c(SCC(=O)NCC(=O)OCC)nnc1-c1ccccn1
 : -0.3	31	0	0	3	-22	3	-4	1	0
- CN1c2ccccc2C(O)=C(C(=O)Nc2ccccc2)S1(=O)=O
 : -0.8	7	1	-84	4	15	6	-5	3	-3
- COc1ccc(OC)c(NS(=O)(=O)c2ccc(Br)s2)c1
 : 2.7	38	2	10	7	0	-5	-1	4	1
- Cc1ccc(S(=O)(=O)N(C)c2ccc(C(=O)NCCc3ccccc3)cc2)cc1
 : 0.5	9	-1	-47	5	-25	21	8	3	1
- O=C(NNC(=O)c1ccc(F)cc1)c1ccncc1
 : 0.2	26	-1	-17	-3	-26	-4	5	-1	0
- CCCc1cc(=O)[nH]c(SCc2ccccc2Cl)n1
 : -0.5	17	-2	17	0	-40	9	-2	4	2
- O=C(Nc1ccc2ccccc2n1)Nc1ccccc1F
 : 1.9	8	-1	-56	8	-101	3	11	4	0
- CCC(C)Sc1nnc(NS(=O)(=O)Cc2ccccc2)s1 (stereo not drawn)
 : -1.4	4	-4	-18	-1	-54	14	-2	2	1
- CCCC[C@@H]1C[C@H]1[C@@H](NC(=O)c1cccs1)c1ccc(C(F)(F)F)cc1
 : -0.1	11	0	-22	·	·	49	23	·	5
- Cc1nnc(SCC(=O)N(C)CC(=O)Nc2ccccc2Cl)s1
 : -0.2	31	-3	-9	·	·	16	-2	·	1
- COC(=O)C1=C(C)NC(C)=C(C(=O)OC)C1c1ccc(C)o1
 : -0.3	8	-4	15	-2	-21	10	5	3	6
- CN(CC(=O)Nc1ccc2c(c1)OCCO2)S(=O)(=O)c1ccc(F)cc1
 : 2.2	24	-1	-51	-9	-21	-4	3	-2	2
- CN(C)CCn1c2c(c(SCC(=O)Nc3ccccc3)nc1=O)CCCC2
 : 0.1	19	-2	0	·	·	5	-1	·	1
- CCc1ccc(CN(C)C(=O)CCc2nnc(COc3ccccc3)o2)cc1
 : 1.2	18	-4	-27	1	-51	24	4	-3	-1
- O=C(NC1CCCC1)C(c1cccnc1)N(C(=O)c1csnn1)C1CC1 (stereo not drawn)
 : -0.5	17	-1	6	-8	-20	-9	0	-6	-3
- O=C(CCl)NCCN1C(=O)S/C(=C\c2cccnc2)C1=O
 : -1.6	20	24	-99	-2	-20	10	1	0	-15
- Cc1cc2n(c(=O)c1C#N)CCCN2c1cccc(Cl)c1
 : 0.2	24	1	7	-3	-6	10	-4	-1	-3
- O=C(CSc1ncn[nH]1)NCCC(c1ccccc1)c1ccccc1
 : -0.2	8	-2	-26	1	-12	11	-2	-3	-1
- COc1c(O)ccc2cnn(-c3ccccc3C)c(=O)c12
 : 0.5	10	2	-9	3	-21	-7	-7	-2	1
- C=CCN1C(=O)C2(OCCCO2)c2cccc(C)c21
 : 0.9	-4	-2	-3	12	-15	-16	-4	5	1
- O=C(N/N=C/c1cc(Br)c(O)c(Br)c1O)c1ccc2c(c1)OCCO2
 : 1.5	-34	-3	39	12	-20	-1	-12	-1	4
- CC(Oc1ccc(C(=O)NC2CCCCC2)cc1)C(=O)O (stereo not drawn)
 : 0.5	40	-5	5	-2	-19	8	-3	-2	-3
- COc1ccccc1N(C)S(=O)(=O)c1ccc(C(=O)NC(C)c2ccccc2)cc1 (stereo not drawn)
 : -0.2	15	0	-3	-1	7	-74	-67*	4	-2
- O=C(NCc1ccco1)c1ccc(Cn2c(=O)c3ccccc3n(Cc3cccc(Cl)c3)c2=O)cc1
 : -0.3	14	0	64*	2	-9	20	16	1	2
- Cc1ccccc1NC(=O)c1ccco1
 : -7.9	4	-1	10	0	-38	-1	-6	-5	-1
- CSc1ccccc1NC(=O)CN(c1cccc(C)c1)S(C)(=O)=O
 : 0.1	2	1	-3	1	-53	7	4	1	0
- Cn1c(=O)cc(OCC(=O)NCCCN2CCN(c3cccc(Cl)c3)CC2)c2ccccc21
 : -0.3	9	·	-5	6	0	0	-6	-4	1
- COc1cccc(C2C(C(=O)c3cc4ccccc4o3)=C(O)C(=O)N2c2cc(C)on2)c1OC (stereo not drawn)
 : 0.0	36	-2	-2	-1	-34	6	5	3	-3
- O=C1CN(C(=O)COC(=O)CNS(=O)(=O)c2ccccc2)c2ccccc2N1
 : 0.0	2	-3	0	0	-16	6	6	0	-8
- CCn1c(=O)n(CC)c2cc(N3CCCC3)c(NC(=O)c3ccc(OC)c(Br)c3)cc21
 : -0.7	32	-1	16	-5	-10	-78	-71*	-4	-2
- O=[N+]([O-])c1cc(C(F)(F)F)ccc1NCCc1c[nH]c2ccc(O)cc12
 : -0.4	22	0	-14	4	-48	35	28	-2	3
- CCOc1ccc(N2C(=O)CC(N(Cc3ccco3)C(C)=O)C2=O)cc1 (stereo not drawn)
 : -0.3	19	-2	0	-4	-37	-2	-11	4	0
- CCc1ccccc1Nc1ccc(C(=O)O)cc1N
 : 0.2	25	-1	-52	-6	-46	45	18	2	3
- Cn1c(CN2CCCCC2)nc2cc(NC(=O)c3ccccc3Cl)ccc21
 : -0.4	10	1	-22	9	21	-47	-39	6	0
- COc1ccccc1C1(O)CCN(C(=O)c2cccs2)CC1
 : -0.1	8	1	18	-7	-37	-7	-9	-5	-4
- Cc1nn(-c2ccccc2)c(N)c1C(O)(CSc1nccn1C)C(F)(F)F (stereo not drawn)
 : 0.4	13	·	-5	-1	-44	-91	-91*	-1	-21
- C=CCC(CC=C)(NC(=O)c1ccccc1)c1ccccc1
 : 1.0	15	-6	6	-7	6	10	5	0	2
- CCOC(=O)c1c(C)[nH]c(O)c1C=Nc1ccccc1
 : -0.1	18	·	-12	0	-2	-5	5	-2	-44
- CN(C(=O)COC(=O)CSc1cc(Cl)ccc1Cl)c1c(N)n(Cc2ccccc2)c(=O)[nH]c1=O
 : -0.2	-4	·	-8	·	·	5	2	·	0
- COc1ccc(C)cc1NC(=O)C1CCN(S(=O)(=O)c2ccc3c(c2)NC(=O)CO3)CC1
 : 0.4	20	-1	13	3	-11	4	1	-3	3
- Cc1ccc(S(=O)(=O)NC(=O)Nc2cccc(C)n2)cc1
 : 0.2	9	2	13	-6	4	-6	-12	6	1
- CC(=O)N1CCN(c2ccc(NC(=O)c3ccc4ccccc4c3)cc2)CC1
 : 3.4	22	0	-59	-13	-60	41	22	3	-1
- Cc1ccc(SCCNC(=S)Nc2cc(C)ccc2C)cc1
 : -0.7	27	-11	-5	13	-39	29	-2	6	0
- O=C(NCC1CCCO1)C(C(=O)c1ccccc1)n1cc(Cl)ccc1=O (stereo not drawn)
 : 0.3	6	0	1	2	-26	2	6	-4	-3
- CC(NC(=O)COC(=O)c1ccc([N+](=O)[O-])s1)c1ccccc1 (stereo not drawn)
 : 0.0	3	-1	1	-7	-4	-13	-7	-4	0
- COCC(=O)Nc1cc(=O)n(C)c(=O)n1C
 : 0.2	8	-5	26	-9	-30	-3	2	-8	5
- O=C(Cn1nnc(-c2ccccc2)n1)NCc1ccco1
 : 0.2	-18	-2	9	3	0	-13	-4	5	0
- Cc1ccccc1/C=N/NC(=O)c1cccnc1
 : 0.4	9	-5	8	9	-8	-7	1	-2	-3
- COc1ccc(CCN(Cc2ccccn2)C(=S)Nc2ccccc2Cl)cc1OC
 : -1.3	12	-3	-17	-2	10	-3	8	3	2
- CCOC(=O)C1=NN(c2ccc(Cl)cc2)/C(=C/C2=NCCc3cc(OC)c(OC)cc32)S1
 : 0.1	24	-1	13	0	14	-4	-4	1	0
- CCOC(=O)c1c(S(=O)(=O)NCC(=O)N2CCN(c3ccc(OC)cc3)CC2)c(C)n(C)c1C
 : 0.0	24	0	16	-5	-3	9	-3	-3	-3
- CCCCCn1nc(-c2ccccc2)c2nc3ccccc3nc21
 : -0.4	8	-2	1	1	-40	·	·	-1	0

(list continues)
The line under a structure holds: HIF activator	AI-2 QS modul	GSK3 alpha inh	aSyn UTR inh	IEC-6 cytotox	KLF5 inhibitor	HSF1 activator	HSF1 inh	HSP90 refold inh	GSK3beta inhib
- COc1ccccc1N(CC(=O)Nc1ccc2c(c1)OCCO2)S(C)(=O)=O
 : 0.1	8	0	7	-3	-32	4	-3	1	1
- CCOC(=O)CCc1nn(C)c(=O)c2ccccc12
 : -0.3	28	-2	5	3	-4	-2	1	3	-24
- O=C(COC(=O)c1cc([N+](=O)[O-])ccc1NCc1ccccc1)NC1CCCc2ccccc21 (stereo not drawn)
 : -0.6	12	-4	5	-1	-24	18	11	-3	1
- CCCn1c(N)c(C(c2ccc(OC)cc2)N2CCN(c3ccccc3)CC2)c(=O)[nH]c1=O (stereo not drawn)
 : -0.2	-6	-1	4	4	-1	-33	-16	3	-2
- O=C(Cc1cccs1)Nc1cccc([N+](=O)[O-])c1
 : 0.0	1	-1	-4	2	-7	15	9	-3	3
- COc1cc(/C=C2/SC(=O)N(Cc3ccccc3Cl)C2=O)ccc1OCc1ccncc1
 : -0.4	19	-2	-18	-4	-14	-5	6	-4	-1
- COc1cc(/C=C2\C(=O)N(C)C(=S)N2C)ccc1O
 : 0.1	23	9	-12	3	-4	1	-2	1	1
- c1ccc(-c2nnc(-c3ccco3)n2-c2ccccc2)cc1
 : -0.4	14	-6	20	-5	-13	-5	-7	4	0
- O=C(COC(=O)c1ccc(S(=O)(=O)Nc2ccccc2)cc1)NC1CCCC1
 : 0.0	23	-2	5	-3	-4	5	-2	-3	0
- O=C(Cc1ccsc1)NCc1ccccc1F
 : 1.8	5	2	-21	0	-45	8	0	1	2
- CC(C)C(NC(=O)c1ccc(F)cc1)C(=O)NCC1CCCO1 (stereo not drawn)
 : -0.3	12	-2	0	-4	-38	-6	4	-2	4
- CC(=O)Nc1ccc(NC(=O)CSc2nnc(NC(=O)C3CC3)s2)cc1
 : -0.2	27	-2	1	-2	-8	-16	-6	3	-2
